Compound activity from PubChem BioAssay.
KinaseGlo FLuc: Counterscreen for Luciferase (Kinase-Glo TM) Inhibition; Luciferin 4-monooxygenase (Photuris pensylvanica), Q27757; Kinase-Glo luciferase, ATP luminescence, 8 min; Potency, µM (doses to about 38.3 µM), without a hit: top-dose activity change, negative = inhibition, most hits filed as inhibitors; 200,000 tested, 0.28% active; further: potency means the concentration at half of the fitted maximal effect; on the % scale 0 is the no-effect control and ±100 the full control effect; nearly all actives have a fitted effect of over 60% in size
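Substrate mix (final 50 mM imidazole pH 7.2, 50 mM KCl, 7 mM MgCl2, 10 uM ATP, 0.01% Tween 20, 0.05% BSA) plus pin-tool compound, then Kinase-Glo detection mix; 8 min ambient, luminescence read.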
Lamin A splicing: qHTS Assay for Modulators of Lamin A Splicing. HeLa LMNA splicing GFP/RFP minigene ratio, 48 h. Potency, µM (top dose mostly 46.1 µM), for the others: at the highest dose ratio change, negative = inhibition, actives largely listed as inhibitors. 200,000 tested, 0.01% active; active means well fitted inhibition curve with a large enough effect in the signal ratio, with a control signal flat, not every such curve was filed as active; inconclusive means small, poorly fitted or top-dose-only effect, or effect the other way, or a change in a side signal; the % refers to the signal ratio; further: potency means the concentration at half of the fitted maximal effect; on the % scale 0 is the no-effect control and ±100 the full control effect
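S3 HeLa stable clones carrying a lamin A-EGFP splicing minigene plus DsRed2 were seeded at 600 cells/well in Opti-MEM with 2% FBS, pin-dosed and incubated 48 h at 37°C. Acumen cytometry (488 nm) gave the GFP/RFP total-intensity ratio.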
HttQ103 aggreg: qHTS Multiplex Assay to Identify Dual Action Probes in a Cell Model of Huntington: Aggregate Formation (GFP); PC12 HttQ103-GFP aggregates, Acumen cytometry, 40 h; Potency, µM (highest dose often 46.1 µM), inactives show at the top dose activity change, negative = inhibition, actives largely listed as inhibitors; 220,000 tested, 1.1% active; further: potency means the concentration at half of the fitted maximal effect; on the % scale 0 is the no-effect control and ±100 the full control effect; nearly all actives have a fitted effect of over 60% in size
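Multiplexed with ATP-based cell death, this channel scores GFP aggregates in PC12 cells expressing inducible HTTex1-Q103-GFP. Induction used 100 nM tebufenozide; compounds were tested in concentration series.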
SMN2 splice up: qHTS Assay for Enhancers of SMN2 Splice Variant Expression; HEK293 SMN2-luciferase splicing reporter, luminescence, 30-36 h; Potency, µM (highest dose often 46.1 µM), for inactives: top-dose activity change, positive = activation, actives largely listed as activators; 210,000 tested, 2.8% active; AID 1458, 2008; further: potency means the concentration at half of the fitted maximal effect; % of control where 0% means no effect; nearly all actives have a fitted effect of over 55% in size
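HEK293 cells carry an SMN2 minigene-luciferase reporter in which exon 7 inclusion puts luciferase in frame. Cells were seeded at 2000 cells/well, attached for 10-12 hours, then exposed to compounds for 30-36 hours at 37C before ONE-Glo luminescence.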
IMPase Li cell: qHTS Assay for Identifying the Cell-Membrane Permeable IMPase Inhibitors: Potentiation with Lithium. CHO-M1 cells, IP1 TR-FRET (IP-One), carbachol + lithium. 210,000 tested, 0.35% active. Potency, µM (top dose mostly 59.4 µM), for inactives: at the top dose activity, negative = IMPase inhibition, actives largely listed as inhibitors;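 further: IP1 builds up when IMPase is blocked and the TR-FRET signal falls; potency means the concentration at half of the fitted maximal effect; plate controls were basal vehicle for no effect and high inhibitor control for full effect; nearly all actives have a fitted effect of over 50% in size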
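CHO-M1, 2000 cells/well, 16–30 h culture; cpd + low Li+, 30 min 37C; lysis with d2-IP1/Eu-anti-IP1 Ab, 10 min RT; TR-FRET 665/620 ratio and 620 channel; AC50 via Hill.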
CBFb-RUNX1 inh: qHTS Assay for Compounds Blocking the Interaction Between CBF-beta and RUNX1 for the Treatment of Acute Myeloid Leukemia; 230,000 tested, under 10 active; Potency, µM (highest dose often 59.8 µM), for inactives: at the top dose activity, negative = inhibition, usual class: inhibitors; Runt-related transcription factor 1 (Homo sapiens) + Core-binding factor subunit beta …; AlphaScreen CBFb-His/RUNX1-biotin binding, biochemical; further: % of control where 0% means no effect
Target sequence (Q01196 whole entry, looked up): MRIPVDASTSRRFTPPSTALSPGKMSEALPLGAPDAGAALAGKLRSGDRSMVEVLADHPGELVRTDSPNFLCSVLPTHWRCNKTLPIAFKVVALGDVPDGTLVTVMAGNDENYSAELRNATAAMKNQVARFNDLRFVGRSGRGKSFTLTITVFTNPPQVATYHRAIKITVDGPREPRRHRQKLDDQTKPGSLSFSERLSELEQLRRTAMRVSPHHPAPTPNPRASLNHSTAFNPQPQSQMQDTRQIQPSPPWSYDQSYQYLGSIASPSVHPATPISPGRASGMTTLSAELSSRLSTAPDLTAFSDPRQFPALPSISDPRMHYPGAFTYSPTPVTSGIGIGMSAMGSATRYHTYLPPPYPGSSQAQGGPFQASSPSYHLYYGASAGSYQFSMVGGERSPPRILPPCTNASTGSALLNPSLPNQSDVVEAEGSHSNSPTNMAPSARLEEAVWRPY
Target sequence (Q13951 whole entry, looked up): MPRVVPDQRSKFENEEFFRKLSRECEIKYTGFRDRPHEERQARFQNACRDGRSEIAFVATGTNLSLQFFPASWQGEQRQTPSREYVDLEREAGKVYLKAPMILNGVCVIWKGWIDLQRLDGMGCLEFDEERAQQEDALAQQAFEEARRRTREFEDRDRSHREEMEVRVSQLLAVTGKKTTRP
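Bead-based AlphaScreen assay; binding partners His-tagged CBF-beta and biotinylated RUNX1 at 30 nM each. Compound exposure 15 min after a 20-min protein preincubation; bead step 90 min; all steps at room temperature.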
HTT cytoprotect: qHTS Multiplex Assay to Identify Dual Action Probes in a Cell Model of Huntington: Cytoprotection (ATP); PC12 HTT-Q103 induced, cytoprotection, ATP luminescence, 40 h; Potency, µM (highest dose often 56.4 µM), for inactives: cytoprotection (ATP increase), actives largely listed as activators; 230,000 tested, 0.14% active; AID 1471, 2008;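 further: potency means the concentration at half of the fitted maximal effect; % of control where 0% means no effect; nearly all actives have a fitted effect of over 45% in size; toxic huntingtin expression switched on by the ecdysone agonist tebufenozide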
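Quantitative HTS on tebufenozide-induced (100 nM) PC12 cells expressing HTTQ103 exon 1–GFP; compounds tested as a concentration series; survival measured via cellular ATP.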
Numbers without * were called inactive; ? = inconclusive; . = no result given; & = joins results of further samples; ! = repeats disagree; [ ] = dose if it differs, or a comment. Unless noted, the call rests on the fitted dose curve; in most records, active means well fitted curve in the direction sought with a large enough effect; inconclusive means small, poorly fitted or top-dose-only effect, or another doubt; inactive means no such curve, though single readings can be large; an effect the other way counts as inactive or inconclusive.

SMILES | KinaseGlo FLuc | Lamin A splicing | HttQ103 aggreg | SMN2 splice up | IMPase Li cell | CBFb-RUNX1 inh | HTT cytoprotect
O=C(NC1CC1)c1ccc(CS(=O)(=O)c2c(Cl)cccc2Cl)o1 | -4% | 3% | 6% | -15% | 3%[38.3 µM] | 7% | -3%
O=C(CNC(=O)c1cc2c(s1)CCC2)Nc1ccccc1Br | 0% | -3% | 2%[9.22 µM] | 2% | -8%[38.3 µM] | 1% | 1%
Cc1c(-n2c(SCC(=O)C(C)(C)C)nc3ccccc3c2=O)c(=O)n(-c2ccccc2)n1C | 2% | 2%[46 µM] | 8% | 7% | -8% | -8% | 8%[10 µM]
O=C(CSc1ncnc2nc[nH]c12)c1ccccc1 | -5%[7.66 µM] | ? | ? | 11µM*! | -11%&-5% | 7% | 7%&-14%[10 µM]
Nc1nc(Cl)cc(Nc2ccccc2Cl)n1 | . | . | -9%[9.22 µM] | . | . | 13% | 21%[10 µM]
Cc1cccc(NC(=O)C2(C)CC3c4ccccc4C2c2ccccc23)c1C (centres undefined) | -2% | -4% | 11% | -20% | 7% | -7% | 2%[10 µM]
CC1=C(C(=O)Nc2ccc(F)cc2)C(c2ccc(C)o2)C2=C(CC(C)(C)CC2=O)N1 (centres undefined) | -3% | -13% | 5% | -9% | -2% | 2% | -9%[0.074 µM]
c1ccc(Oc2ccc(-n3cnnn3)cc2)cc1 | 1% | 1% | -6% | -8% | 16%[38.3 µM] | 12% | 10%[1.9 µM]
Clc1cc2c(c(CSc3nc4ccccc4n4cccc34)c1)OCOC2 | . | 11%[46 µM] | -14%[9.22 µM] | . | . | 8% | -5%[10 µM]
Cc1ccccc1NC(=O)Cc1nc(-c2ccc3ccccc3c2)cs1 | 0% | -7% | 7% | -23% | 11% | 5% | -8%[10 µM]
NCCCCCCNS(=O)(=O)c1cccc2ccccc12 | 2% | . | . | . | 2% | 3%[21.7 µM] | 12%
CCOc1ccc(-c2c(=O)n(OCc3ccccn3)c3ccccc3[n+]2[O-])cc1 | -6% | 13% | 8% | 43% | 12%[38.3 µM] | 8% | -14%

Some of these compounds in order of SMILES length, descending:
SMILES | KinaseGlo FLuc | Lamin A splicing | HttQ103 aggreg | SMN2 splice up | IMPase Li cell | CBFb-RUNX1 inh | HTT cytoprotect
CCOc1ccc(-c2c(=O)n(OCc3ccccn3)c3ccccc3[n+]2[O-])cc1 | -6% | 13% | 8% | 43% | 12%[38.3 µM] | 8% | -14%
Clc1cc2c(c(CSc3nc4ccccc4n4cccc34)c1)OCOC2 | . | 11%[46 µM] | -14%[9.22 µM] | . | . | 8% | -5%[10 µM]
O=C(CNC(=O)c1cc2c(s1)CCC2)Nc1ccccc1Br | 0% | -3% | 2%[9.22 µM] | 2% | -8%[38.3 µM] | 1% | 1%

Later entries.
SMILES | KinaseGlo FLuc | Lamin A splicing | HttQ103 aggreg | SMN2 splice up | IMPase Li cell | CBFb-RUNX1 inh | HTT cytoprotect
Cc1ccc(NC(=O)Cn2cc(S(=O)(=O)c3ccccc3)c(=O)c3cc(F)ccc32)cc1 | 0% | -2% | -4% | 9% | ? | 4%[2.36 µM] | .
Cc1c(/C=N/Nc2ccc([N+](=O)[O-])cn2)c2ccccc2n1Cc1ccccc1 | . | . | 4%[9.22 µM] | . | . | 12% | 22%[10 µM]
Cc1cccc(C(C)(C)C)c1OCCCCN1CCCC1 | 11% | 1% | -6% | -9% | 5%[38.3 µM] | 0% | -3%
Nc1c(-c2cccc([N+](=O)[O-])c2)nc2ccccn12 | ? | 4% | -4% | ? | 46%[activator] | ? | .
Cc1cc(N2C(=O)C3CC=CCC3C2=O)cc(C)c1Br (centres undefined) | -4% | -9% | 7% | -15% | 14% | ? | 9%[1.9 µM]
COc1ccc(/C=N\Nc2ncc(F)c(N3CCOCC3)n2)cc1OC | . | . | -9%[9.22 µM] | . | . | -8% | 1%[10 µM]
COc1ccc(C2C(C(=O)Nc3cc(C)on3)c3ccccc3C(=O)N2C)cc1OC (centres undefined) | . | ? | -13% | . | . | 7% | -13%
CCN(CC)c1ccc(/C=N/NC(=O)CCC(=O)NCc2ccccc2)c(O)c1 | 3% | ? | ? | -96%[inhibitor] | 11% | -7% | .
CC(C)(C)CC(=O)NC(=S)Nc1ccccc1C(F)(F)F | -9% | 13% | -12% | -24% | 15%[38.3 µM] | 6% | -23%
O=C(Nc1ccccc1Cl)c1ccccc1Oc1ccc(C(F)(F)F)cc1[N+](=O)[O-] | -2% | ? | 1% | -9% | 11%[38.3 µM] | -10% | -33%
COc1cc2c(cc1OC)C(NC(=O)C(F)(F)F)CNC2=O (centres undefined) | 1% | . | ? | -17% | 4% | -12% | -6%
Cc1ccc2nc(-c3ccc(NS(=O)(=O)c4ccc(F)c(F)c4)cc3)sc2c1 | -3% | ? | 2.8µM* | ? | -18% | 17% | 11%[10 µM]
Cc1nc2cc(CO)ccc2s1 | -3% | 3% | 27% | 6% | -7%[38.3 µM] | 2% | -3%
CC1CCN(c2ccc([N+](=O)[O-])cc2C(=O)O)CC1 | 4% | -5% | ? | -4% | -4% | -4% | 22%[10 µM]
CCN1CCCc2cc(CN(CCN3CCOCC3)C(=S)Nc3cccc(Cl)c3)ccc21 | 1% | -3%[46 µM] | -27% | -49%[inhibitor] | 10% | ? | -59%[inhibitor]
CCOC(=O)c1sc(NC(=O)COc2ncnc3ccccc23)c(C(=O)OCC)c1C | -7% | 1% | 5% | -30% | 2% | 24% | 12%[10 µM]
COc1cc(NC(=O)COC(=O)CSc2ccc3ccccc3c2)c(C)cc1[N+](=O)[O-] | 2% | -5% | 6% | 1% | -6% | -15% | 23%[10 µM]
CCCC(=O)NCc1cc(-c2nn(C)c(=O)c3ccccc23)ccc1C | 1% | -2%[0.0737 µM] | 13% | -11% | 1%[38.3 µM] | 3% | -27%
COc1ccc(CC(NC(C)=O)C(=O)NC2CCN(c3c(Cc4ccccc4)c(C)nc4ncnn34)CC2)c(OC)c1 (centres undefined) | -6% | 13%[46 µM] | 13%[9.22 µM] | . | -8% | 3% | -1%[10 µM]
Cc1ccc(C23OC(=O)C(C)(C)C2OC(=O)C3(C)C)cc1 (centres undefined) | -6% | 11% | 11% | 8% | 11%[38.3 µM] | 7% | -9%
CCCC1=[N+](CC(=O)c2ccccc2)CCn2c(C)ccc21 | 0% | -9% | ? | -23% | -5%[38.3 µM] | -7% | -43%[inhibitor]
Cc1cc(C)c2[nH]c(O)c(N=NC(=S)NCC3CCCO3)c2c1 (centres undefined) | 0% | 5% | -21% | -7% | 6% | -1% | -13%[10 µM]
COc1cc(S(=O)(=O)NCc2ccccc2)ccc1Br | 0% | 0% | -17% | 11% | 11% | 3% | 11%[10 µM]
CN1CCN(c2ccccc2NC(=O)c2ccccc2F)CC1 | . | . | -15%[9.22 µM] | . | . | 6% | 7%[10 µM]
CC1=Nn2c(nnc2-c2ccccc2Cl)SC1 | 0% | 2% | 12% | 0% | 8%[38.3 µM] | 6% | -5%[0.074 µM]
Cc1nn(Cc2ccc(C(=O)N3c4ccc(F)cc4CCC3C)o2)c(C)c1Br (centres undefined) | -6% | ? | ? | 5% | 20%[38.3 µM] | 0% | -2%[10 µM]
CC1(C)Cc2ccccc2C(C(Cc2ccccc2)C(N)=O)=N1 (centres undefined) | -2% | 18%[46 µM] | 0%[9.22 µM] | . | 17% | 7% | -4%[10 µM]
CC(C)C(OC(=O)CCCC(=O)Nc1nccs1)C(=O)NC1CCCCC1 (centres undefined) | 6% | 12%[46 µM] | -16%[9.22 µM] | . | 8% | 2% | 3%[10 µM]
CCOC(=O)N1CCN(S(=O)(=O)c2ccc(Br)s2)CC1 | 0% | -7% | -14% | -18% | -2%[38.3 µM] | 7% | -4%[10 µM]
Cc1ccc(NC(=O)COC(=O)C(NS(=O)(=O)c2ccc(Cl)cc2)C(C)O)cc1 (centres undefined) | 4% | 3% | -22% | 7% | 9% | -6% | .
O=[N+]([O-])c1cc(S(=O)(=O)NCCCN2CCOCC2)ccc1Cl | -1% | -3% | -4% | 12% | 1% | -8% | 24%[10 µM]
O=C(Cc1n[nH]c(=O)c2ccccc12)Nc1cccc(S(=O)(=O)N2CCCC2)c1 | . | . | 15%[9.22 µM] | . | . | 3% | 21%[10 µM]
O=C1NC(=O)/C(=C\c2ccc(OCc3cnc(Cl)s3)cc2)S1 | 1% | -6%[46 µM] | -1%[9.22 µM] | 15% | 9% | 13% | -32%
COC(=O)CSc1nnc(CNC(=O)Cc2ccccc2)n1C | -5% | 1% | -1% | 6% | -12%[38.3 µM] | -3% | -10%
Cc1cc(C)nc(SCc2cc(=O)c(OC(=O)c3ccco3)co2)n1 | 3% | -11% | 4% | 16% | -6% | 4% | 7%[10 µM]
Cc1ccc(C)cc1 | . | . | . | 3% | 3% | -10%[21.7 µM] | 3%
COc1ccc(/C=C/C(=O)Nc2cc(S(=O)(=O)N3CCCCC3)ccc2N2CCCCC2)cc1OC | 2% | -14% | 26% | 2% | 2% | 12% | 12%[10 µM]
Cc1nn(Cc2cccc(C(=O)NC(C)c3ccc(C(C)(C)C)cc3)c2)c(C)c1[N+](=O)[O-] (centres undefined) | 2% | -21% | ? | -30% | 19%[38.3 µM] | 0% | -86%[inhibitor]
CCO/C=C1\N=C(c2ccc(F)cc2)OC1=O | 1% | -10% | -13% | 26% | 1% | 0% | 1%[10 µM]
CCOC(=O)C(=CNc1ccccc1C)C(=O)OCC | 9% | -13% | -30% | -9% | 11% | 12% | 1%[10 µM]
CC(Sc1nc(-c2ccco2)nc2c1c(=O)n(C)c(=O)n2C)C(=O)O (centres undefined) | . | . | 26%[9.22 µM] | . | . | 2% | 11%[10 µM]
O=C(NC1=NCCS1)C1COc2ccccc2O1 (centres undefined) | 7.9µM* | 9% | -14% | . | 2%[38.3 µM] | 4% | 0%
CN(c1ccc(F)cc1)S(=O)(=O)c1ccc(Cl)c(C(=O)OCC(=O)NCc2ccco2)c1 | 0% | . | 5% | 0% | 10% | -23% | .
